Screens deposited in PubChem by National Center for Advancing Translational Sciences (NCATS).
MBNL1 CUG block – MBNL1-poly(CUG) RNA binding inhibition; Q9NR56; TR-FRET MBNL1-His/biotin-(CUG)12 binding, 665/545 ratio; Potency, µM (highest dose often 57.5 µM), without a hit: at the highest dose activity change, negative = inhibition, actives largely listed as inhibitors; 0.036% of 280,000 active; AID 2675; active = well fitted inhibition curve with a large enough effect in the signal ratio, with a control signal flat, not every such curve was filed as active; inconclusive = small, poorly fitted or top-dose-only effect, or effect the other way, or a change in a side signal; inactive = no such curve, though single readings can be large or run the other way; the % refers to the signal ratio; note: potency is the fitted concentration of half-maximal effect; % is set by controls: 0 for no effect and ±100 for the full control effect
Target sequence (Q9NR56 whole entry, looked up): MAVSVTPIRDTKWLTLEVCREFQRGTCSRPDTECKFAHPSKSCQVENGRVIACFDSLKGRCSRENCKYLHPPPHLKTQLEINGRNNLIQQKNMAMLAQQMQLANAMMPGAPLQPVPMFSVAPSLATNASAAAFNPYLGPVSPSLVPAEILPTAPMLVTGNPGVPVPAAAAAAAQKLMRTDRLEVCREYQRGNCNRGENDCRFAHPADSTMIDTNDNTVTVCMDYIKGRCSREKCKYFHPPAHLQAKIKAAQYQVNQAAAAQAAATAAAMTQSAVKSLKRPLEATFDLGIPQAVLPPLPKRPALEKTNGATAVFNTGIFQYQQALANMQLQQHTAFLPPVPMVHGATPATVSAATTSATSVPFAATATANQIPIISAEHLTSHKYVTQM
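Ratiometric TR-FRET (665 over 545 nm, excitation 340 nm) tracks disruption of MBNL1-His/biotin-(CUG)12 complex after 60 min at room temperature, with compounds at 92 nM to 58 uM final.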
TSHR antag – antagonists of human thyroid stimulating hormone receptor; TSHR-expressing cells, TSH-stimulated cAMP HTRF, 2 h; active compounds read low; P16473; 0.2% of 330,000 active; activity change, negative = inhibition, % at 11.5 µM;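 active = activity change below a set negative limit, meaning inhibition stronger than a set level, cut at about -70% in these data; inconclusive = activity change between two set negative limits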; note: % is set by controls: 0 for no effect and ±100 for the full control effect
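TSHR-expressing cells, 200/well, pre-treated with compound, then stimulated with EC80 TSH (4nM final) for 2 hours at 37 deg C. cAMP measured by competitive HTRF: anti-cAMP cryptate antibody in lysis buffer plus cAMP-d2, read after 30 minutes at room temperature.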
TCR act – activators of T cell receptors. Potency, µM (doses to about 9.22 µM), for inactives: at the top dose activation of IL-2 secretion, most hits filed as activators. primary human leukocytes, anti-CD3, IL-2 HTRF, 48 h. 330,000 tested, under 10 active; note: % of control where 0% means no effect
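IL-2 produced over 48 hr by a-CD3 bead-stimulated primary human leukocytes exposed to compounds was detected with a homogeneous time-resolved FRET immunoassay, 665nm acceptor signal after 320nm excitation.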
PTAP TSG101 blk – blocks PTAP/TSG101 interaction to inhibit HIV-1 budding; Q99816; 340,000 tested, under 10 active; Potency, µM (series often up to 115 µM), for inactives: at the highest dose activity change, negative = inhibition, usual class: inhibitors; Fluorescence polarization, FITC-PTAP peptide / Tsg101 binding; AID 493005; active = well fitted inhibition curve with a large enough effect in the main read-out, with a control signal flat, not every such curve was filed as active; inconclusive = small, poorly fitted or top-dose-only effect, or effect the other way, or a change in a side signal; inactive = no such curve, though single readings can be large or run the other way; note: potency is the fitted concentration of half-maximal effect; % of control where 0% means no effect
Target sequence (Q99816 whole entry, looked up): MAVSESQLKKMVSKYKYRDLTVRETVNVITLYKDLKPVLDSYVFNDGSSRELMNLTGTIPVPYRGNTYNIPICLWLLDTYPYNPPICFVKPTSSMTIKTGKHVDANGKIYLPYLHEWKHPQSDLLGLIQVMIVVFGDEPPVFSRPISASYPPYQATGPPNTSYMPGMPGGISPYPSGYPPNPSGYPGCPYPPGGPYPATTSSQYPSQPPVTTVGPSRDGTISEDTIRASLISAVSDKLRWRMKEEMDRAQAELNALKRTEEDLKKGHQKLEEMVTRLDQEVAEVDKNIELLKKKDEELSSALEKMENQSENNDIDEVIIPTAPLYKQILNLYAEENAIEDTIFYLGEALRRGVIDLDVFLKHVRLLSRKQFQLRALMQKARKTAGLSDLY
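Steps: Tsg101 binding domain dispensed (10 uM final), compounds pinned in DMSO, FITC-labeled PTAP-motif peptide added (50 nM final); after 20 min binding at room temperature, polarization measured.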
Integrin act MD – activators of alpha7 integrin expression for muscular dystrophy; alpha7betagal myoblasts, beta-gal FDG fluorescence, 48 h; Potency, µM (top dose mostly 38.3 µM), inactives show at the highest dose activation, most hits filed as activators; 0.064% of 350,000 active; AID 624291;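 note: potency is the fitted concentration of half-maximal effect; 100% = response of the positive control SU9516; nearly all actives have a fitted effect of over 60% in size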
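alpha7betagal+/- myoblasts (passage 13, 250/well) treated 48 h at 37C with compounds at 1:260 dilution of DMSO stock. Lysed, then beta-galactosidase activity read as FDG fluorescence (ex 480/em 540) after 30 min, with pre-read for autofluorescence.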
Menin MLL FP TR – menin-MLL binding inhibition, Texas Red mutant peptide; Potency, µM (top dose mostly 61.6 µM), inactives show top-dose FP activity change, negative = inhibition, most hits filed as inhibitors; 0.23% of 270,000 active; Menin + Texas Red MLL mutant peptide, fluorescence polarization; O00255; active = well fitted inhibition curve with a large enough effect in the polarisation, with a control signal flat, not every such curve was filed as active; inconclusive = small, poorly fitted or top-dose-only effect, or effect the other way, or a change in a side signal; inactive = no such curve, though single readings can be large or run the other way; the % refers to the polarisation; note: potency is the fitted concentration of half-maximal effect; % of control where 0% means no effect; many of its hits are not listed in these tables
Mito fusion yeast – blocks mitochondrial division or promotes mitochondrial fusion | S. cerevisiae fusion-defective mutant growth rescue, CellTiterGlo 48 h | Potency, µM (titrated, usually from 46.1 µM), inactives show top-dose growth rescue (activation), most hits filed as activators | 0.23% of 320,000 active | AID 485298;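 note: potency is the fitted concentration of half-maximal effect; % of control where 0% means no effect; nearly all actives have a fitted effect of over 45% in size; temperature-sensitive fusion mutants such as fzo1-1 at 37 °C on non-fermentable ethanol glycerol medium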
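S. cerevisiae fusion-defective temperature-sensitive mutants (e.g. fzo1-1, mgm1-5) grown 48 h at 37C in YPEG (ethanol/glycerol non-fermentable) medium with 23 nl compound per well; growth rescue read as CellTiterGlo luminescence.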
S-ASM inh – inhibitors of human secretory acid sphingomyelinase. P17405. placental ASM, HMU-PC fluorogenic substrate, 60 min. Potency, µM (series often up to 57.5 µM), for inactives: top-dose activity change, negative = inhibition, usual class: inhibitors. 0.006% of 340,000 active; note: potency is the fitted concentration of half-maximal effect
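Steps: dispense placental human ASM, pin compound, wait 10 min at room temperature, add HMU-PC0 substrate at 9 uM final, incubate 60 min at 37 °C, add stop solution raising pH to 10, read fluorescence.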
MLL CXXC-DNA inh – blocks binding of human MLL CXXC domain to DNA; Q03164; 0.037% of 290,000 active; MLL-CXXC / FITC-HOXA9 DNA fluorescence polarization; Potency, µM (titrated, usually from 115 µM), inactives show top-dose activity change, negative = inhibition, usual class: inhibitors; AID 2662; active = well fitted inhibition curve with a large enough effect in the polarisation, with a control signal flat, not every such curve was filed as active; inconclusive = small, poorly fitted or top-dose-only effect, or effect the other way, or a change in a side signal; inactive = no such curve, though single readings can be large or run the other way; the % refers to the polarisation; note: potency is the fitted concentration of half-maximal effect
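Purified MLL-CXXC (added from a 7 uM solution) was preincubated 5 min at ambient with pinned compounds in 50 mM Tris-HCl pH 7.5, 50 mM NaCl, 1 mM DTT, 0.05% BSA. Fluorescein-labeled HOX-A9 DNA (50 nM solution) followed, 30 min, then polarization read.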
A-T KAP1 phos – candidate therapy for ataxia-telangiectasia; […] A-T fibroblasts, KAP-1 phosphorylation AlphaLISA; neocarzinostatin DNA damage 30 min before lysis; Potency, µM (series often up to 57.5 µM), inactives show top-dose activation, actives largely listed as activators; 0.19% of 320,000 active; note: potency is the fitted concentration of half-maximal effect; % of control where 0% means no effect; nearly all actives have a fitted effect of over 45% in size
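ATM-like activity read as KAP-1 phosphorylation via AlphaLISA donor/acceptor antibody pairs after lysis and 6 hr at 25C. Cells were ATM-null patient fibroblasts ([…], hTERT), dosed 60 min, then exposed to the DSB inducer NCS for 30 min.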
Numbers without * were called inactive; ? = inconclusive; . = not tested or not shown; [ ] = another dose, or the depositor's remark. Unless noted, calls come from the whole dose curve; as a rule, active = well fitted curve in the direction sought with a large enough effect; inconclusive = small, poorly fitted or top-dose-only effect, or another doubt; inactive = no such curve, though single readings can be large; an effect the other way counts as inactive or inconclusive. Not all compounds are listed; count on the stated rates, not on these rows.

Second line of a record: MBNL1 CUG block	TSHR antag	TCR act	PTAP TSG101 blk	Integrin act MD	Menin MLL FP TR	Mito fusion yeast	S-ASM inh	MLL CXXC-DNA inh	A-T KAP1 phos
O=C(O)C1CCN(S(=O)(=O)c2cccs2)CC1
→ -3%	-1	1%	-2%	-1%	11%	-5%	0%	2%	1%
O=C1C2CC=C(Cl)CC2C(=O)N1CCCCCCN1C(=O)C2CC=C(Cl)CC2C1=O (stereo not drawn)
→ -3%	-15	4%	-14%	26%	7%	1%	-5%	-28%	-1%
O=C(COC(=O)c1cc[n+]([O-])cc1)Nc1cccc(Cl)c1Cl
→ 14%	-3	.	3%	-15%	9%	6%	-1%	2%	0%
Cc1ccc2c(c1)[C@H]1[C@H](CO2)[C@H](c2ccccc2)[C@]2(C)C(=O)Nc3cc(F)ccc3C(=O)N12
→ .	-3	4%	-3%	-25%	.	.	-20%	.	4%
O=C(Oc1ccc2c(c1)O/C(=C\c1ccncc1)C2=O)c1cccs1
→ 7%	-1	-2%	-5%	-32%	.	-4%	-7%	?	-26%
COc1cccc(-c2nc(CS(=O)(=O)CC(=O)N3CCc4ccccc43)c(C)o2)c1
→ 2%	-9	1%	-1%	-12%	-7%	1%	-7%	2%	1%
OC(COc1c(F)cc(Br)cc1F)CN1CCN(c2ccc(F)cc2)CC1 (stereo not drawn)
→ -11%	18	6%	-1%	-42%	1%	-8%	1%	5%	3%
O=C(CCNC(=O)c1ccc([N+](=O)[O-])cc1)N/N=C/c1ccc(F)cc1
→ ?	-5	11%	2%	-8%	20%	-6%	-1%	11%	0%
COc1cccc(NC(=O)c2cc(Cl)nnc2Cl)c1
→ 12%	-11	-16%	-2%	-54%[inhibitor]	3%	0%	-4%	-4%	-17%
CN(CC(=O)Nc1ccccn1)S(=O)(=O)c1ccc(Cl)cc1
→ ?	8	1%[46.1 µM]	-5%	11%	-15%	1%	2%	14%	.
O=C(CN1CCN(S(=O)(=O)c2ccc(Br)s2)CC1)NC1CCCCC1
→ .	.	2%	-2%	-10%	.	.	-2%	.	.
CSc1ccc(/C=C(\NC(=O)c2ccccc2)C(=O)NCCN2CCOCC2)cc1
→ 10%	-5	-3%	-1%	?	9%	-2%	-1%	9%	0%
Cc1n[nH]c(=S)n(NC(=O)/C=C/C(=O)Nn2c(=S)[nH]nc(C)c2=O)c1=O
→ ?	-5	2%	0%	36%	?	-2%	-5%	?	3%
Cc1cc(C(=O)CSc2cccc[n+]2[O-])c(C)n1-c1ccc(OC(F)F)cc1
→ 0%	-2	-8%	-7%	-4%	.	-6%	-1%	-1%	?
CCOc1ccc(NC(=S)Nc2ccc(C)c([N+](=O)[O-])c2)cc1
→ ?	-1	-12%	-3%	-13%	?	0%	-10%	9%	1%
c1cncc(-c2nc3cc(Cc4ccc5oc(-c6cccnc6)nc5c4)ccc3o2)c1
→ -9%	2	.	.	.	12%	2%	.	-1%	-5%
O=C(c1cn(-c2ccccc2)nc1-c1ccc(Br)cc1)N1CCOCC1
→ -16%[11.5 µM]	-6	-1%[46.1 µM]	0%	-6%	-3%	11µM*	0%	6%	1%
CCN1C(=O)/C(=C/c2c(C)nn(C)c2C)SC1=S
→ 12%	8	.	2%	-10%[7.66 µM]	-29%	-7%	-13%	0%	-10%
CCOC(=O)/C(C#N)=C/Nc1ccccc1OC
→ -2%	-1	5%	-14%	4%	24%	4%	4%	9%	-4%
Cc1ccc(C)c(/C(O)=C2\C(=O)C(=O)N(Cc3cccnc3)C2c2cccnc2)c1 (stereo not drawn)
→ -3%	16	-20%	-5%	-7%	?	1%	3%	13%	8%
CC(C)OCCCNC(=O)Nc1cccc2ccccc12
→ 6%	12	4%	-3%	16%	1%	-1%	-1%	-2%	-4%[11.5 µM]
N#Cc1c(NC(=O)COC(=O)c2nccnc2N)sc2c1CCCC2
→ .	21	-6%	-2%	5%	.	-1%	37%[activator]	.	-3%
O=C(CSCc1ccccc1)N/N=C/c1ccccc1OCc1ccccc1
→ -8%	8	.	-2%	-20%	-3%	8%	-9%	-16%	6%
O=C(/C=C/c1ccccc1)Nn1cnc2ccccc2c1=O
→ 8%	22	16%[46.1 µM]	0%	?	4%	1%	0%	-3%	-2%
CN(CC(=O)Nc1ccc(N2CCOCC2)cc1)CC(=O)Nc1ccccc1[N+](=O)[O-]
→ .	1	3%[46.1 µM]	-3%	-9%	9%	2%	0%	7%	-9%
C/C(=N\NC(=O)c1cc(C2CC2)nc2ccccc12)c1ccc(O)cc1O
→ -2%	0	-2%	-1%	-8%	32%[activator]	3%	-5%	-15%	-6%
Cc1cccc(NC(=S)N(CCCN2CCOCC2)C(C)c2cc3ccccc3o2)c1 (stereo not drawn)
→ -10%	1	-2%	-3%	-37%	4%	10%	0%	17%	-1%
C/C(=N\NC(=O)C1(C)NC(C)(C)Cc2ccccc21)c1ccccc1 (stereo not drawn)
→ -5%	8	4%	-8%	-3%	10%	7%	3%	3%	0%
N#CC1(C#N)CC(C=O)=C(N)C1(C#N)CC(=O)C12CC3CC(CC(C3)C1)C2 (stereo not drawn)
→ -7%	4	-3%[46.1 µM]	0%	-33%	13%	13%	-4%	28%	9%
Cc1ccc(-c2cc(N)n(-c3ccccc3)n2)cc1
→ -1%	-7	2%	-11%	5%	18%	13%	3%	-1%	6%
C[C@@H]1COC(=O)CCC/C=C\C[C@@H](CC(=O)N(CCO)Cc2ccccc2)C(=O)N1
→ .	-3	-9%	-4%	-10%	.	.	2%	.	4%
Cn1c(SCc2nn[nH]n2)nc2c1c(=O)n(Cc1ccccc1Cl)c(=O)n2C
→ -10%	-7	.	-12%	8%	-2%	2%	0%	5%	1%
CCC(Oc1ccccc1)C(=O)N1CCN(c2ccccn2)CC1 (stereo not drawn)
→ -9%	0	4%	-1%	-15%	-33%	2%	-2%	3%	0%
CCN(CC)CCCCCOc1ccccc1OC
→ 0%	12	.	-2%	-14%[7.66 µM]	2%	-4%	4%	2%	6%
COCCn1c(C)cc(/C=C2/SC(=O)N(C(C)C(=O)OC)C2=O)c1C (stereo not drawn)
→ 9%	-1	2%	0%	-18%	.	-4%	31%[activator]	3%	-14%
Cn1c(=NC(=O)c2ccccc2[N+](=O)[O-])sc2cccc(F)c21
→ 9%	0	-2%	-3%	?	.	0%	-2%	-4%	35%
CCOc1ccc(CC(=O)Nc2c(C(N)=O)oc3ccccc23)cc1OCC
→ 8%	-4	-1%[46.1 µM]	2%	-3%	14%	-5%	1%	8%	-3%
COC(=O)CSc1ncnc2c1cnn2Cc1ccccc1
→ -12%	-7	12%	-6%	13%	-5%	4%	0%	8%	-3%
CSc1sc(C(=O)NCC2CC2)c2c1S(=O)(=O)N(C)c1ccccc1-2
→ .	-1	1%	-6%	-2%	.	-5%	0%	-6%	-1%
CCOC(=O)N1CCN(c2c(N3CCc4ccccc43)c(=O)c2=O)CC1
→ ?	-1	-3%	-5%	21%	1%[11.7 µM]	1%	3%	2%	6%
COc1ccc(CCN2C(=O)c3[nH]nc(-c4ccccc4O)c3C2c2ccccc2)cc1OC (stereo not drawn)
→ ?	-28	-3%	1%	0%	15%	5%	0%	3%	-6%
CC(C)c1ccc(OCC(=O)N(Cc2ccco2)C2CCS(=O)(=O)C2)cc1 (stereo not drawn)
→ -2%	20	-1%	0%	-10%	-3%	-15%	-1%	.	-4%
COCCN(C(=O)CSc1nnc(C)n1Cc1ccccc1)c1c(N)n(CC(C)C)c(=O)[nH]c1=O
→ 1%	-6	5%	-3%	6%	11%	-1%	-1%	3%	9%
O=C(Nc1ccccn1)c1cccc(S(=O)(=O)N2CCc3ccccc3C2)c1
→ .	-1	0%	-2%	-14%	.	11%	-1%	.	9%
CC(=O)c1cn(C)c(=O)[nH]c1=O
→ -4%	-25	1%	-2%	-1%	10%	3%	10%	9%	5%
COc1ccc(OC)c(-c2cc(C(=O)N/N=C/c3cc(OC)c(OC)cc3OC)c3ccccc3n2)c1
→ .	.	-24%	-12%	9%	.	.	289%	.	.
